Vif imaging = blocks HIV Vif function; hit rate 0.35% among 340,000; AID 602346; HEK293T cells, Vif self-association by quenched fluorescence, imaging, 24 h; inhibition, % at 7.49 µM; in the data active means inhibition above about 50%, passing the limit was not always enough; further: some results filed as inactive read as strong as hits
MC4R antagonist = blocks human MC4R cAMP signaling; inhibition, % at 6.5 µM; P32245; MC4R-expressing cells, MTII-stimulated cAMP, LANCE TR-FRET; hit rate 0.48% among 360,000;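 active means inhibition above its plate's cutoff, the mean of tested wells on that plate plus 3 SD, cut at about 29% in these data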;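 further: 0% = Melanotan II alone and 100% = Melanotan II plus saturating MCL0020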
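Material: U2OS-MC4R stable cell line | Reagent: Melanotan II challenge after compound preincubation | Doses: One concentration, 6.5 µM nominal | Incubation: 30-min compound preincubation, 1-h Melanotan II challenge, 1-h detection, room temperature | Signal: TR-FRET cAMP assay | Replicates: One well per compound, no replicates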
Granule exo inh = lytic granule exocytosis inhibition. TALL-104 LAMP-1 surface exposure, flow cytometry; cells stimulated with thapsigargin and PMA. inhibition, % at 10 µM. hit rate 0.66% among 360,000. AID 651702;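 active means inhibition above about 55%, limit read from the data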
MC4R ag barr = activates human MC4R beta-arrestin recruitment. P32245. U2OS MC4R beta-arrestin complementation, luminescence; percent of melanotan II response, DMSO zero. activation, % at 8.9 µM. hit rate 0.98% among 360,000. AID 540308;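 active means activation above a per-plate cutoff, the mean activation of sample wells on that plate plus 3 SD, cut at about 8% in these data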
ABCB6 inh 2 = inhibitors of human ABC transporter ABCB6; Q9NP58; K562-ABCB6 porphyrin accumulation, flow cytometry, 1 h; active compounds read low; fluorescence ratio to DMSO, % at 10 µM; hit rate 0.19% among 360,000;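 active means fluorescence ratio to DMSO below 75%, the collection mean minus 3 SD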;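 further: signal is porphyrin accumulated inside mitochondria; 100% equals median channel fluorescence of DMSO control wells; lower ratio means ABCB6 inhibition with less porphyrin fluorescence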
ABHD5-PLIN5 inh = inhibitors of human ABHD5-perilipin-5 interaction | Q00G26+Q8WTS1 | Split G. princeps luciferase complementation, luminescence, 4 h | inhibition, % at 4 µM | hit rate 0.78% among 360,000;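 active means inhibition above the mean inhibition across every tested compound plus 3 SD, cut at about 22% in these data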;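 further: 0% = DMSO only wells and the 100% control is not disclosed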
aDG glyco up = increases alpha dystroglycan glycosylation. hit rate 0.22% among 360,000. activation, % at 10 µM. Pro5-aDG cells, alpha-DG glycosylation AlphaScreen (IIH6); 0% Pro5, 100% B10-LARGE cell signal;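 active means activation of at least 8% versus controls, or a plate z-score of at least 8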;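 further: Pro5 are CHO cells carrying HIG-tagged alpha-DG that lacks glycosylation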
NOD2 RIPK2 PPI = NOD2-RIPK2 protein interaction inhibition. O43353. CHO BLA complementation NOD2-RIPK2, CCF4 ratio. inhibition, % at 4.98 µM. hit rate 0.38% among 360,000; in the data active means inhibition above about 21%;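 further: 0% = vehicle only and 100% = reference blocker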
N-glyco inh = blocks N-linked glycosylation in D54 reporter cells. hit rate 0.23% among 360,000. D54 ERlucT glycosylation luciferase reporter, 24 h; percent of 100 nM tunicamycin response. reporter increase, % at 12.5 µM;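 active means mean luciferase reporter signal, scaled so untreated is 0 and the glycosylation-blocking control 100, at or above a set limit in every replicate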;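 further: luciferase carries N-glycosylation sites so blocking glycosylation raises the light; 0% = median of neutral control wells and 100% = median of 100 nM tunicamycin wells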
TLR9-MyD88 block = inhibitors of human TLR9-MyD88 binding | hit rate 0.21% among 340,000 | Q9NR96+Q99836 | CHO BLA complementation TLR9-MyD88, CCF4 FRET ratio | AID 504734 | inhibition, % at 4.98 µM;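 active means inhibition above the mean over all tested compounds plus 3 SD, cut at about 21% in these data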;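 further: 0% = DMSO only wells and 100% = clavulanate BLA inhibitor control wells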
Target sequence (Q99836 whole entry, looked up): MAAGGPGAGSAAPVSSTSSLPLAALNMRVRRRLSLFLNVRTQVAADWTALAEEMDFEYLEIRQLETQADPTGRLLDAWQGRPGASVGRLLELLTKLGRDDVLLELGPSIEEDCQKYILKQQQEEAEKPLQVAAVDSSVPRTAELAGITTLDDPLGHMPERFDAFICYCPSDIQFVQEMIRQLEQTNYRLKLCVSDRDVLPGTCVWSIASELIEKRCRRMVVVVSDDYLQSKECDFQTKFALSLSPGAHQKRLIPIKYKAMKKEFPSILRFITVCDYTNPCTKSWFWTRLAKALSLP
Target sequence (Q9NR96 whole entry, looked up): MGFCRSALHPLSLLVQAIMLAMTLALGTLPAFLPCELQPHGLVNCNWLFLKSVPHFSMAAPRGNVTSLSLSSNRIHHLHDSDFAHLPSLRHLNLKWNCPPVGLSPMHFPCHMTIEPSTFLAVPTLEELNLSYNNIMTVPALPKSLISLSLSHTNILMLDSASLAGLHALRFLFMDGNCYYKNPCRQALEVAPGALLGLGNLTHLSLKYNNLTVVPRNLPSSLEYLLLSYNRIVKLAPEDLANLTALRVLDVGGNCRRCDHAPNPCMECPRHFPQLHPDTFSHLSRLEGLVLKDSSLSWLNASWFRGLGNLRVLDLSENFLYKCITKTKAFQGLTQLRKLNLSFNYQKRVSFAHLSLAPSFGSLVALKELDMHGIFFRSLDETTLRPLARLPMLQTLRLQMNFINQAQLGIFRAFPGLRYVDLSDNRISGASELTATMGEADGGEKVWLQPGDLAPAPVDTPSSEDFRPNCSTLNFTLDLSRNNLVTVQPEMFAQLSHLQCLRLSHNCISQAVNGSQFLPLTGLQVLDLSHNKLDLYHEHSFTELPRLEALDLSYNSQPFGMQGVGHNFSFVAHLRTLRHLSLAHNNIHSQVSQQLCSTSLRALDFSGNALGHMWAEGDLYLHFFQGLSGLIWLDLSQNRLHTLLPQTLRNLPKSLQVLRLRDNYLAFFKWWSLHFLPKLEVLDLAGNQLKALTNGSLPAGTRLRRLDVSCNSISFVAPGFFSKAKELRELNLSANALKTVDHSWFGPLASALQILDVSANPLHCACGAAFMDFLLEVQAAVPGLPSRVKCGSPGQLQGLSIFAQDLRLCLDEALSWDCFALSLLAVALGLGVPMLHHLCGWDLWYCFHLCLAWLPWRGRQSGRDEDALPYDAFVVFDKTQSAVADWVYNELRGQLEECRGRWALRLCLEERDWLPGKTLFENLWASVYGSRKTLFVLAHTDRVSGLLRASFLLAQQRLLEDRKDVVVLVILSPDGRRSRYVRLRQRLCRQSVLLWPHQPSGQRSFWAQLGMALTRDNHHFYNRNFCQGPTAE
* hit, by the source's call; i = inactive; · = no result given.

Vif imaging	MC4R antagonist	Granule exo inh	MC4R ag barr	ABCB6 inh 2	ABHD5-PLIN5 inh	aDG glyco up	NOD2 RIPK2 PPI	N-glyco inh	TLR9-MyD88 block	molecule
-11	18	0	-1.5	98	4	0.1	4	-2	12	O=C1CCCCc2sc(Br)c([N+](=O)[O-])c2N1
4	16	0	3.6	96	-6	-0.1	0	0	-14	Cc1cc(C)c(C(=O)CSc2nnc(N)s2)cc1C
12	-2	-2	-1.7	104	-1	-0.1	0	0	4	COC(=O)c1cc(C)sc1NC(=O)CN1CCN(C(=O)C2CCCO2)CC1 (configuration not stated)
-5	7	-5	-4.0	103	1	0.0	-5	4	9	O=C(COc1ccccc1N1C(=O)C2C3C=CC(C3)C2C1=O)c1ccccc1 (configuration not stated)
12	-2	-10	-1.1	96	5	0.1	-8	-2	1	CN(C)C(=O)CN1C(=O)NC(c2ccccc2)(c2ccccc2)C1=O
-3	1	2	-1.1	97	2	0.0	-4	-1	6	CC(CCc1ccccc1)NC(=O)COC(=O)c1ccccc1Br (configuration not stated)
5	-7	0	-2.8	99	3	-0.3	-7	1	1	COC(=O)C(C)N(c1ccc(OC)cc1)S(C)(=O)=O (configuration not stated)
1	-3	0	-2.7	97	-1	0.5	-7	-4	4	CC(=O)Nc1ccc(NC(=O)c2ccc(-c3ccc([N+](=O)[O-])cc3)o2)cc1
-2	11	-4	-0.9	107	-4	-0.2	-7	0	-12	Cc1nn(C)c(Cl)c1C(=O)NCC(=O)O
-2	0	-3	-2.8	106	-3	-0.2	8	1	-11	COc1ccc2c(CC(=O)Nc3ccc(N4CCOCC4)cc3)coc2c1
-3	-2	-2	-1.6	96	7	-0.3	-5	-1	-4	Nc1ccc2c(c1)C(O)c1ccc(Cl)cc1-2 (configuration not stated)
-3	6	6	1.5	106	-7	-0.1	-3	-4	-9	S=c1[nH]nc(-c2ccc(Cl)cc2)n1Cc1ccccc1
-18	9	2	-2.7	97	-12	-0.2	-2	0	-4	COC(=O)Nc1sc2c(c1C(=O)N1CCOCC1)CCC(C)C2 (configuration not stated)
-1	4	2	-0.2	99	-5	1.3	-3	-5	7	COc1cc(C(=O)c2ccccc2)c(OC)cc1C(=O)Nc1ccc(O)cc1
0	3	-7	0.8	100	5	-0.2	-18	1	-5	CCOc1ccc(C(=O)OCC(=O)Nc2cc(S(=O)(=O)N3CCOCC3)ccc2N2CCOCC2)cc1
5	7	0	0.9	86	-3	0.0	-2	-5	5	CCCCOP(=O)(OCCCC)C(Nc1ccccc1)c1ccc2c(c1)OCO2 (configuration not stated)
-1	3	0	9.7*	93	-1	0.5	-1	-2	-18	O=C(OCC(=O)N(Cc1ccccc1)Cc1ccccc1)c1cccc(O)c1
-2	8	-3	-2.0	90	-4	-0.1	1	3	-12	O=C(Oc1ccccc1Cl)c1ccc(N2CCOCC2)c([N+](=O)[O-])c1
7	8	0	-1.1	96	3	-0.2	1	1	-3	COc1cccc(C2/C(=C(/O)c3cnn(-c4ccccc4)c3C)C(=O)C(=O)N2CCN(C)C)c1 (configuration not stated)
-3	2	-5	-1.9	99	8	0.0	1	0	3	N#Cc1ccc(C(=O)OCC(=O)Nc2cccc(S(=O)(=O)N3CCCCC3)c2)cc1
8	13	5	0.0	92	6	0.0	4	1	4	O=C(NCc1ccco1)c1ccc(=O)[nH]n1
-3	25	-2	-0.7	98	-5	0.1	-11	2	0	O=C1CCCN1CCCNCC(O)c1ccccc1 (configuration not stated)
46	7	2	-4.6	96	41*	-0.1	0	13	-2	CC(C)N1C/C(=C/c2cccnc2)C(=O)/C(=C/c2cccnc2)C1
1	6	-2	0.1	98	-3	-0.1	1	0	4	CC(C)CC(c1nnnn1Cc1ccccc1)N1CCC(C(N)=O)CC1 (configuration not stated)
·	0	-1	-0.7	100	0	-0.3	-6	1	7	Cc1c(NC(=O)C2CCCNC2=O)c(=O)n(-c2ccccc2)n1C (configuration not stated)
1	2	-7	-0.2	101	-5	0.3	-6	2	9	O=C(Cc1ccccc1)N1CCC2(CC1)NCCc1[nH]cnc12
1	7	0	-1.1	99	3	0.0	7	-1	2	O=C(C[C@H]1C/C=C/CC[C@@H](Cc2ccc(F)cc2)C(=O)O[C@@H](c2ccccc2)CNC1=O)NCCO
-25	8	-4	1.7	85	-2	4.0	-11	-5	5	OC(Cc1ccnc2ccccc12)C(Cl)(Cl)Cl (configuration not stated)
-7	-1	0	-0.7	101	-9	0.8	-4	-4	-2	COc1ccc(CC(=O)Nc2ccc(S(=O)(=O)NC(C)C)cc2)cc1
-9	22	14	-0.4	99	-5	0.0	3	0	-2	O=C1CN(C(=O)c2ccccc2)C(c2ccc(F)cc2)c2cc(Br)ccc2N1 (configuration not stated)

Gathered by group: those above containing a thiophene ring, fused or not.
Vif imaging	MC4R antagonist	Granule exo inh	MC4R ag barr	ABCB6 inh 2	ABHD5-PLIN5 inh	aDG glyco up	NOD2 RIPK2 PPI	N-glyco inh	TLR9-MyD88 block	molecule
-11	18	0	-1.5	98	4	0.1	4	-2	12	O=C1CCCCc2sc(Br)c([N+](=O)[O-])c2N1
12	-2	-2	-1.7	104	-1	-0.1	0	0	4	COC(=O)c1cc(C)sc1NC(=O)CN1CCN(C(=O)C2CCCO2)CC1 (configuration not stated)
-18	9	2	-2.7	97	-12	-0.2	-2	0	-4	COC(=O)Nc1sc2c(c1C(=O)N1CCOCC1)CCC(C)C2 (configuration not stated)

Further compounds
Vif imaging	MC4R antagonist	Granule exo inh	MC4R ag barr	ABCB6 inh 2	ABHD5-PLIN5 inh	aDG glyco up	NOD2 RIPK2 PPI	N-glyco inh	TLR9-MyD88 block	molecule
-7	-2	1	0.2	95	3	-0.3	-2	2	1	COC(=O)CN1C(=O)[C@H]2[C@@H](c3ccc(C)o3)N3C(=O)CN(Cc4ccc(-c5ccccc5)cc4)C(=O)[C@@]3(C)[C@H]2C1=O
-5	10	-1	1.6	100	11	-0.1	-12	0	-1	COc1c(/C=N/NC(N)=S)c(C)nn1-c1ccccc1
2	2	1	0.8	103	-5	0.8	-6	-1	-1	CCOC(=O)c1nnsc1NC(=O)Nc1ccc(OC)cc1
-9	9	-1	-2.7	100	-1	0.2	11	4	-6	O=C(c1ccc(Cl)c(S(=O)(=O)NCc2ccco2)c1)N1CCN(c2ccccc2F)CC1
11	7	4	3.5	98	12	0.9	0	20	-7	Cc1noc2ncnc(Sc3ccc(Cl)cc3)c12
-7	-3	-1	0.2	95	-7	-0.1	0	1	0	COc1ccc(CNc2nc(-c3cccnc3)nn2C(=O)c2ccco2)cc1
·	·	-7	·	·	-3	1.5	44*	·	·	COc1ccc(C(C(=O)NC2CCCCC2)n2c(=O)c(-c3cc4ccccc4[nH]3)nc3ccccc32)cc1 (configuration not stated)
8	15	-2	-0.3	93	5	0.1	20	0	-17	CN(Cc1c(C(=O)N/N=C/c2cccc(F)c2)nnn1-c1nonc1N)C1CCCCC1
-5	25	0	0.8	102	-9	0.1	-1	1	3	Cc1cc(C)cc(NC(=O)C2CCCN2S(=O)(=O)c2ccc3c(c2)C(C)(C)C(=O)N3C)c1 (configuration not stated)
0	15	2	0.4	105	-7	0.2	4	1	-3	Cc1cc(OCC(=O)OCC(=O)N2CCc3ccccc3C2)ccc1Cl
-8	0	2	1.0	103	-3	0.0	8	-8	-6	c1ccc(C2[C@H]3CN(CC4CCCCC4)[C@H](c4ccccc4)C34CC2(c2cccnc2)C4)cc1 (some centres not stated)
2	27	10	-2.4	102	-6	0.2	8	0	-3	Cc1cc(C(=O)OCC(=O)c2ccc(Cl)c([N+](=O)[O-])c2)c2cccc(C)c2n1
-2	14	-2	-0.2	97	-1	-0.3	7	1	2	Cc1oc(-c2ccc(Cl)cc2)nc1CS(=O)CC(=O)NCc1cccs1 (configuration not stated)
3	0	0	-0.1	87	2	-0.1	1	0	-5	CCOC(=O)Cn1c(=O)cnc2ccccc21
·	-4	5	-1.5	99	-4	0.3	-1	-5	1	CC1CN(CC(O)COc2ccccc2C(C)(C)C)CC(C)O1 (configuration not stated)
-15	3	-1	-0.1	103	6	-0.2	6	-7	0	Cc1ccccc1NC(NC(=O)OCCn1c([N+](=O)[O-])cnc1C)C(Cl)(Cl)Cl (configuration not stated)
-1	-3	4	1.1	94	7	-0.1	1	-5	-3	Cc1c(-c2ccccc2)nc2ccccc2c1C(=O)Oc1ccc([N+](=O)[O-])cc1
-4	12	0	0.6	99	1	-0.2	-6	-1	-4	CC(=O)NC(=O)c1nnn(Cc2ccccc2)c1NC(C)=O
4	19	-7	-0.7	98	3	-0.1	-5	-4	·	Clc1ccc(-[n+]2c(-c3cccc(Br)c3)[nH]c3nc4ccccc4nc32)cc1
-11	9	0	-1.8	99	6	0.0	-7	-18	2	c1ccc2c(c1)CCN(c1nc3cc4c(cc3s1)OCCO4)C2
2	14	-6	-2.6	98	0	0.0	-5	-1	-4	Cc1cc(NC(=O)CSc2ccc(-c3cccc([N+](=O)[O-])c3)nn2)no1
-1	13	-2	7.8	103	-5	0.0	-7	1	-1	O=C(CNC(=O)c1ccc(-c2ccccc2)cc1)OCc1c(F)cccc1Cl
11	1	-4	-0.1	98	-3	0.1	3	-1	-5	Cn1c(=O)[nH]c(=O)c2c1nc(N1CCCC1)n2CC(O)COc1ccccc1 (configuration not stated)
-4	4	9	-1.9	86	1	1.3	16	3	11	CCCSc1nc2cc(OC)c(OC)cc2c(=N)n1CCCN1CCOCC1
0	15	-1	-3.8	99	1	-0.4	-5	0	-9	CCOc1ccc(CCNC(=O)COC(=O)c2ccc(Br)o2)cc1OCC
0	4	9	-0.6	101	3	0.0	7	-1	1	COc1ccc(N(CC(=O)NC2CCCC2)C(=O)Cn2nnc(-c3ccc(C)o3)n2)c(OC)c1
5	0	-2	-3.2	100	-4	0.0	0	-1	-5	CC(=O)c1ccc(N2CCN(C(=O)C(=O)c3cn(CC(=O)N4CCCCCC4)c4ccccc34)CC2)cc1
-57	0	30	-2.3	i	-16	0.0	-2	-3	8	CC(=O)c1sc2nc(-c3cccs3)cc(C(F)(F)F)c2c1N
-9	5	-1	-0.6	92	1	0.0	-2	1	-8	C/C(=N\n1c(C)nc2ccccc2c1=O)c1ccc(C)o1
0	4	6	-0.8	103	-3	0.3	0	0	2	COc1ccc(CCNC(=O)CSc2nnc3ccc(-c4cccnc4)nn23)cc1
-10	10	2	-1.0	97	-10	0.0	1	3	1	CCOc1ccc(NC(=O)CSc2nc(NS(=O)(=O)c3ccc(C)cc3)cc(=O)[nH]2)cc1
·	-3	7	-0.3	98	2	-0.2	2	2	·	COCCN1C[C@@H](CO)O[C@@H](n2cnc3c(N4CCN(CCO)CC4)ncnc32)C1
13	31*	-3	1.4	101	36*	-0.2	-8	1	-4	CC(C)[C@H](CN1CCC[C@H]1CN1C(N)=NC[C@@H]1Cc1ccccc1)N1C[C@@H](Cc2ccccc2)N(CCc2ccc(Cl)c(Cl)c2)C1=N
-2	1	-2	-0.8	100	0	4.8	0	1	-7	COc1ccccc1CNC(=O)CC(C)C
6	-7	-15	-0.8	108	3	1.3	-5	-2	-1	O=C(CCS(=O)(=O)c1ccc(Br)cc1)NCc1ccc(F)cc1
1	18	-2	16*	102	-4	0.1	-7	-1	-12	CCCCCCCCCCCC1=C(O)C(=O)C=C(O)C1=O

From PubChem BioAssay

Not all compounds are listed; the hit share may differ from the screen's.
